HEK293 NOD2/NF-kB = NOD2 signaling inhibitors, cell-based, luminescence, uHTS, HEK293 (AID 1566); HEK293 NOD2/NF-kB luciferase reporter, luminescence; higher % means a stronger effect; inhibition, % at 4 µM, or EC50 in µM where a hit was titrated; 290,000 tested, 0.63% active; in the data active means inhibition above about 50%; further: many of its hits are not listed in these tables
Ins promoter up = MIN6 insulin promoter up-regulation. MIN6 insulin promoter-GFP reporter, high-content imaging; stronger effect = higher value. z-score at 5 µM. 190,000 tested, 0.3% active;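 active means z-score above 3 at 5 µM with at least 500 cells counted in the well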
Autophagy mod = modulators of autophagy; MEF GFP-LC3 puncta imaging; test concentration mostly 10 µM; calls only at 10 µM (by protocol); 190,000 tested, 0.98% active;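 active means percentage of spot-positive cells more than 3 SD above its plate mean, without a fluorescence outlier flag or 80% toxicity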;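 further: spot-positive cell cutoff set from DMSO-treated cells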
b-catenin transl = beta-catenin nuclear translocation modulation; HeLa beta-catenin nuclear translocation, immunofluorescence imaging; nuclear translocation activity, % at 5 µM; 190,000 tested, 0.3% active;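 active means nuclear translocation activity above 50% at 5 µM, with a well cell count of 50 or more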;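 further: per-cell ratio of nuclear to cytoplasmic median beta-catenin stain intensity; plate controls were DMSO negative control for no effect and GSK-3 inhibitor IX positive control for full effect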
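Test system: HeLa cells, endogenous beta-catenin; Compound: single 5 µM dose plus 0.02–20 µM confirmation series; Times: compound exposure 24 h at 37°C; Signal: fluorescence imaging of beta-catenin antibody stain plus DAPI; Read-out: % activation, nuclear-to-cytoplasmic median beta-catenin signal ratio per cell.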
Yfh1-off respiration = mitochondrial function rescue without frataxin homolog – Friedreich's ataxia, plus single-dose screen, dose response (AID 1465); 220,000 tested, 0.074% active; fold induction at 50 µM, or EC50 in µM where a hit was titrated; S. cerevisiae Yfh1-off respiration, WST-1 reduction, 72 h; higher fold induction means a stronger effect;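 active means fold induction of absorbance versus untreated yeast above a set limit, then at least 30% activation at any dose in follow-up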;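 further: activators that raise dye reduction in frataxin-depleted yeast; strong numbers were not always called active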
NOD1 NF-kB reporter = NOD1 signaling inhibitors, primary screen, cell-based, luminescence, uHTS (AID 1578); NOD1-driven NF-kB luciferase reporter cells, luminescence; higher % means a stronger effect; one-dose inhibition, % at 4 µM; EC50 in µM for titrated hits; 290,000 tested, 1% active; in the data active means inhibition mostly above about 36%, no sharp cut-off; inactive means mostly below about 34%;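 further: HEK-293T reporter cells stimulated with the NOD1 agonist gamma-tri-DAP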
P. falciparum M17LAP = P. falciparum M17LAP inhibitors, primary screen, biochemical, fluorogenic H-Leu-NHMec substrate, 1536-well (AID 1619); recombinant M17LAP, H-Leu-NHMec fluorogenic kinetic assay; higher % means a stronger effect; inhibition, % at 30 µM; hits with a dose series show IC50 in µM; 220,000 tested, 0.38% active;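 active means compound inhibiting the enzyme by more than half at any dose during confirmatory dose-response retesting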;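 further: plate controls were full reaction with DMSO carrier for no effect and no enzyme background for full effect; strong numbers were not always called active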
Dynein transport = dynein cargo transport inhibition; 3617.4 mouse cells, GR-EGFP nuclear translocation imaging; test concentration mostly 20 µM; stimulated with dexamethasone, 1 µM; stronger effect = lower value; z-score, hits read low; 220,000 tested, 0.47% active;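 active means plate z-score of nuclear minus cytoplasmic receptor signal below a set negative limit, without overly bright fluorescence or cell loss, cut at about -3.5 in these data, passing the limit was not always enough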;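 further: z-score of nuclear minus cytoplasmic ring GR-EGFP intensity difference per well; some compounds called inactive have numbers as strong as hits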
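Buffer or medium: tetracycline-free induction medium containing charcoal-stripped FBS / Reagent: dexamethasone agonist, 1.0 µM final, for 30 min / Technique: automated 10x imaging of fixed Hoechst-stained cells / Times: induction 48 h, compound 1 h, agonist 30 min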
MT stabilize HCS = stabilizes microtubules in HeLa cells. HeLa tubulin immunostaining HCS, 24 h; share of cells brighter than vehicle mean+2SD. AID 2205. % tubulin-high responders, % at 10 µM. 200,000 tested, 0.83% active;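 active means plate Z-score above 3 for both tubulin-high and condensed-nucleus cell shares, with cell loss under 80%, at 10 µM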;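 further: anti alpha tubulin signal scored within the nucleus-defined area of each cell; some results filed as inactive read as strong as hits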
Dynein transport cytoplasmic EGFP = second read-out of Dynein transport, no call of its own (marks repeat the call); z-score; measured here: cytoplasmic GR-EGFP intensity; stronger effect = higher value
Dynein transport nuclear GR-EGFP = second read-out of Dynein transport, no call of its own (marks repeat the call); z-score; measured here: nuclear GR-EGFP intensity;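 lower value marks the stronger effect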
Dynein transport cell count = second read-out of Dynein transport, no call of its own (marks repeat the call); z-score; measured here: cell count per field
Ins promoter up cell count = also measured in Ins promoter up; calls as there; cell count; measured here: cytotoxicity, nuclei count;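 total cells summed across four imaged fields per well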
b-catenin transl cell count 5 µM = recorded beside b-catenin transl, whose call it bears; cell count; measured here: cell count, cytotoxicity flag
MT stabilize HCS Hoechst-high % = second read-out of MT stabilize HCS, no call of its own (marks repeat the call); % Hoechst-high responders; measured here: nuclear condensation Hoechst responders;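 share of cells brighter than vehicle mean plus two SD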
MT stabilize HCS cytotoxicity % = recorded beside MT stabilize HCS, whose call it bears; toxicity, %; measured here: cytotoxicity by cell density;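 0% = mean cell density of plate MIN control wells and 100% = no cells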
Autophagy mod cell loss 18 h = recorded beside Autophagy mod, whose call it bears; toxicity, %; measured here: cell loss, nuclei count;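 cell loss after 18 h compound exposure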
* hit, by the source's call; i = inactive; nt = no result given. Not all compounds are listed (hit frequency here may not be typical).

Results follow in this order: HEK293 NOD2/NF-kB	Ins promoter up	Ins promoter up cell count	Autophagy mod	Autophagy mod cell loss 18 h	b-catenin transl	b-catenin transl cell count 5 µM	Yfh1-off respiration	NOD1 NF-kB reporter	P. falciparum M17LAP	Dynein transport	Dynein transport cytoplasmic EGFP	Dynein transport nuclear GR-EGFP	Dynein transport cell count	MT stabilize HCS	MT stabilize HCS Hoechst-high %	MT stabilize HCS cytotoxicity %
Cc1ccc(NC(=O)CN(C)C(=O)CCOc2ccccc2C)cc1
 : 12%	0.12	1367	i	-1	1.1	994	i	-26%	4%	-0.82	-0.28	-0.42	0.54	1.6	1.8	13
Nc1ccc2oc(-c3ccc4nc[nH]c4c3)nc2c1
 : -44%	nt	nt	i	-9	-1.3	1152	i	-42%	-6%	-0.18	-0.28	-0.15	-0.041	2.7	1.7	1.4
CCc1ccccc1-n1c(SCC(=O)N2CCCC2)nc2[nH]ncc2c1=O
 : 5%	0.6	1140	i	0	-1.0	1120	i	-18%	3%	1.2	-0.17	0.011	-2.2	2.8	4.2	6.1
Cc1c(C(=O)O)oc2c1/C(=N\O)CCC2
 : -1%	0.04	1322	i	1	-0.2	993	i	-11%	-3%	-0.45	-0.23	0.099	0.61	1.0	1.9	5.3
CC(C)Oc1ccc(CNC(=S)N/N=C/c2ccc([N+](=O)[O-])cc2)cc1
 : 3%	-1	908	i	0	-1.6	1188	i	-5%	6%	-0.17	-0.24	-0.17	-0.07	3.5	1.8	4.6
Cc1ccc(N(Cc2cc3ccccc3[nH]c2=O)C(=O)c2ccco2)c(C)c1
 : 14%	nt	nt	i	5	-6.7	1192	i	-6%	0%	-1	-0.32	-0.75	1.9	2.6	2.5	6.5
O=C(Nc1nc2c(Br)cc(Br)cc2c(=O)s1)C1CCC1
 : 5%	-0.46	1013	nt	nt	-0.5	1299	i	0%	-4%	0.47	-0.25	0.88	-0.54	nt	nt	nt
CC1=NOC(=O)/C1=C\c1ccc(-c2ccccc2Br)o1
 : -9%	nt	nt	i	-17	-2.0	506	i	18%	3%	-3.7*	0.35*	-1.6*	0.46*	2.5	2.0	2.8
COc1cc(OC)c(S(=O)(=O)NCc2cccnc2)cc1NC(C)=O
 : -3%	0.46	1557	i	-7	-4.2	1008	i	-24%	12%	2.8	-0.13	1.9	-1.4	1.7	1.5	1.8
Cc1ccc(S(=O)(=O)N(CC(=O)N/N=C/c2ccc(F)cc2)c2cccc3cccnc23)cc1
 : -16%	0.38	1670	i	28	0.8	1369	i	0%	3%	-0.0099	-0.15	-0.39	-0.017	0.9	1.9	12
COC(=O)C(NC(=O)c1ccccc1)=C1CCCCC1
 : 15%	0.96	1317	i	-2	-2.7	973	i	-11%	0%	3.7	-0.18	2.4	-2	4.6	0.7	11
S=C(NC1CCCCC1)N1CCN(c2ccccn2)CC1
 : -2%	-0.12	1342	i	5	2.5	1090	i	-28%	5%	0.49	-0.27	0.28	0.8	3.2	2.3	1.7
CCc1cccc(CC)c1N(COC)C(=O)Cn1c(CO)nc2ccccc21
 : 3%	nt	nt	i	3	-2.5	1017	i	-3%	2%	-0.23	-0.16	-0.11	0.025	2.5	1.5	7.7
COc1ccc(/C=N/n2c(SC)nnc2-c2ccccc2)c(OC)c1OC
 : -39%	0.38	766	i	41	92*	556*	i	2%	-1%	0.28	-0.44	0.29	-0.17	11	3.3	64
CCOC(=O)/C(=N\Nc1cc(Cl)ccc1Cl)N1CCOCC1
 : -24%	-1.5	1281	i	-1	-2.0	1093	i	-13%	4%	-0.69	-0.33	-0.35	0.39	1.1	3.0	2.9
CC(=Nc1ccccc1)C1=C(O)CCCC1=O
 : 13%	0.08	1411	i	18	-2.6	563	i	-20%	2%	-0.24	-0.25	0.02	0.64	3.2	2.0	2.6
Cc1ccc2[nH]c3c(c2c1)CN(C(=O)CN1CCN(C(=O)c2ccco2)CC1)CC3
 : 32%	-2	1464	nt	nt	-0.4	1324	i	1%	-1%	0.14	-0.28	-0.019	0.32	nt	nt	nt
O=C(Nc1c(Cl)cccc1Cl)C1CCC1
 : -4%	0.73	1271	i	14	-4.9	1060	i	-13%	-7%	-0.73	-0.19	-0.22	0.32	4.8	2.9	8.1
CCSC1=N/C(=C\c2ccc(C(=O)O)cc2)C(=O)S1
 : 2%	-0.56	1012	i	-21	0.9	1098	i	-8%	-9%	-0.25	-0.19	0.037	0.059	1.7	0.7	1.8
O=S(=O)(NCC(c1cccnc1)N1CCN(c2ccccc2)CC1)c1cccs1 (stereo not given)
 : -1%	0.88	747	i	-4	nt	nt	i	-2%	11%	-0.34	0.38	0.18	-0.34	1.3	0.9	6.4

Random excerpt: three compounds from above
Results follow in this order: HEK293 NOD2/NF-kB	Ins promoter up	Ins promoter up cell count	Autophagy mod	Autophagy mod cell loss 18 h	b-catenin transl	b-catenin transl cell count 5 µM	Yfh1-off respiration	NOD1 NF-kB reporter	P. falciparum M17LAP	Dynein transport	Dynein transport cytoplasmic EGFP	Dynein transport nuclear GR-EGFP	Dynein transport cell count	MT stabilize HCS	MT stabilize HCS Hoechst-high %	MT stabilize HCS cytotoxicity %
CCc1cccc(CC)c1N(COC)C(=O)Cn1c(CO)nc2ccccc21
 : 3%	nt	nt	i	3	-2.5	1017	i	-3%	2%	-0.23	-0.16	-0.11	0.025	2.5	1.5	7.7
O=S(=O)(NCC(c1cccnc1)N1CCN(c2ccccc2)CC1)c1cccs1 (stereo not given)
 : -1%	0.88	747	i	-4	nt	nt	i	-2%	11%	-0.34	0.38	0.18	-0.34	1.3	0.9	6.4
CCSC1=N/C(=C\c2ccc(C(=O)O)cc2)C(=O)S1
 : 2%	-0.56	1012	i	-21	0.9	1098	i	-8%	-9%	-0.25	-0.19	0.037	0.059	1.7	0.7	1.8

Later entries
| SMILES | HEK293 NOD2/NF-kB | Ins promoter up | Ins promoter up cell count | Autophagy mod | Autophagy mod cell loss 18 h | b-catenin transl | b-catenin transl cell count 5 µM | Yfh1-off respiration | NOD1 NF-kB reporter | P. falciparum M17LAP | Dynein transport | Dynein transport cytoplasmic EGFP | Dynein transport nuclear GR-EGFP | Dynein transport cell count | MT stabilize HCS | MT stabilize HCS Hoechst-high % | MT stabilize HCS cytotoxicity % |
| --- | --- | --- | --- | --- | --- | --- | --- | --- | --- | --- | --- | --- | --- | --- | --- | --- | --- |
| CCNc1nc(Cl)nc(N(NC(C)=O)C(C)CC)n1 (stereo not given) | 16% | 0.34 | 940 | i | -8 | nt | nt | i | -16% | 6% | -0.023 | -0.18 | 0.062 | 0.46 | 1.1 | 1.7 | 5.2 |
| C/C(=N/NC(=O)c1cccc(N2CCCC2=O)c1)c1ccncc1 | -37% | 0.28 | 1391 | i | 8 | -1.5 | 1027 | i | -34% | 15% | -0.33 | -0.39 | -0.05 | 0.7 | 0.7 | 1.3 | 0.2 |
| Cc1cc(C)cc(NC(=O)COC(=O)c2cc(C)oc2C)c1 | 7% | 0.37 | 1235 | i | 8 | -3.4 | 1089 | i | 3% | 11% | 0.9 | -0.24 | 0.37 | 0.53 | 2.7 | 2.0 | 1.6 |
| C/C(=N\NC(=O)c1cccnc1)c1c(O)cc(C)oc1=O | 13% | 0.13 | 1338 | i | 0 | -0.9 | 891 | i | -21% | 21% | -0.016 | -0.24 | 0.044 | -0.21 | 3.0 | 2.6 | 0.6 |
| COc1cccc(Nc2nnc(SCc3cc([N+](=O)[O-])cc4c3OCOC4)s2)c1 | -5% | nt | nt | i | 37 | -1.2 | 1029 | i | -10% | -5% | -0.56 | -0.2 | -0.13 | 1.5 | 1.9 | 1.0 | 6.8 |
| CCc1c(C)sc2nc3c(C(=O)N4CCOCC4)cc(C(=O)c4ccccc4O)cn3c(=O)c12 | 17% | -1 | 1206 | i | 8 | 1.0 | 1125 | i | -6% | 5% | -0.44 | 0.35 | 0.36 | 0.87 | 4.4 | 3.4 | 6.9 |
| CC(C)c1nc(SCC(=O)Nc2ccc(N(C)C)cc2)c2ccccc2n1 | -2% | 0.43 | 1473 | i | 4 | 1.4 | 945 | i | 8% | 5% | 0.69 | -0.16 | 0.71 | -1 | 7.6 | 7.5 | 18 |
| COc1cccc(NS(=O)(=O)c2ccc(S(=O)(=O)N3CCOCC3)cc2)c1 | 1% | 0.18 | 1234 | i | 20 | -9.6 | 1054 | i | -3% | 0% | -0.06 | -0.35 | -0.11 | 0.77 | 5.7 | 3.9 | 11 |
| Cc1ccc(S(=O)(=O)NCCNC(=O)c2ccccc2)cc1 | -8% | -0.22 | 1272 | i | 5 | -4.9 | 1267 | i | -17% | 4% | 1.2 | -0.056 | 1.3 | -1.8 | 5.0 | 2.3 | 5.3 |
| CC1(C)C2CCC1(C)C(NC(=O)CCN1CCCCC1)C2 (stereo not given) | 21% | 0.01 | 915 | i | -2 | -3.9 | 936 | i | 31% | -3% | 1.2 | -0.041 | 0.41 | -0.11 | 5.5 | 2.5 | 7.3 |
| O=C(CCNS(=O)(=O)c1ccc2c(c1)CCC(=O)N2)NCc1cccnc1 | 1% | 0 | 1421 | i | 7 | 0.0 | 1382 | i | 13% | -8% | 0.64 | -0.24 | 0.24 | -0.069 | 4.6 | 1.3 | 1.6 |
| COc1cc(/C=C/c2ccc3cccc(OC)c3n2)c(OC(C)=O)c([N+](=O)[O-])c1 | nt | -1.6 | 864 | i | 32 | nt | nt | i | nt | 2% | -0.2 | 0.15 | -0.033 | 1.1 | 6.1 | 8.8 | 0.1 |

Screening data deposited in PubChem BioAssay by several laboratories.
